# Scp-1 inhibitor: Scp-1 phosphatase inhibitors, primary screen, biochemical, colorimetric, uHTS | Carboxy-terminal domain RNA polymerase II polypeptide A small phosphatase 1 (Homo … | Recombinant Scp1, phosphopeptide, malachite green phosphate absorbance | inhibition, % at 20 µM | actives 0.88% (n = 340,000) | AID 493091, 2011;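 active = inhibition above about 50% at 20 µM, limit read from the data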;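 note: plate controls were DMSO wells with enzyme for no effect and wells lacking enzyme for full effect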
# Target sequence (Q9GZU7 76-261 limits assumed): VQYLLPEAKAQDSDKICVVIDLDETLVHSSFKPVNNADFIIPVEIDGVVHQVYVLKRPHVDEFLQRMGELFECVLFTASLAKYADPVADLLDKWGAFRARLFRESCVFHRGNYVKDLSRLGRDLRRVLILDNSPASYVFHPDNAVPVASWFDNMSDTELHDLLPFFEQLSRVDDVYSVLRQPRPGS
#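 Incubation: 45 min enzyme reaction at room temperature / System: truncated SCP-1 phosphatase (76-261aa) / Reagent: Phospho 17-mer peptide substrate / Buffer or medium: Acidic Tris acetate buffer with magnesium and detergent / Signal: absorbance at 630 nm / Doses: one concentration, 20 µM, with 1.0% DMSO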
# DNMT1 inh: human DNMT1 methyltransferase inhibitors, primary screen, biochemical, molecular beacon, fluorescence, HinP1I cleavage, uHTS. DNA (cytosine-5)-methyltransferase 1 (Homo sapiens), P26358. inhibition (reported as % activation of signal), % at 10 µM. actives 0.83% (n = 360,000). AID 588458, 2011; in the data active = inhibition above about 50%
# SUMO1-SIM PPI: modulators of SUMO1 protein-protein interactions, primary screen, biochemical, uHTS | SUMO1 binding to a labelled peptide, TR-FRET, 1 h | inhibition, % at 20 µM | actives 0.33% (n = 360,000) | Small ubiquitin-related modifier 1 (Homo sapiens), P63165; in the data active = inhibition above about 37%
# Target sequence (P63165 whole entry, looked up): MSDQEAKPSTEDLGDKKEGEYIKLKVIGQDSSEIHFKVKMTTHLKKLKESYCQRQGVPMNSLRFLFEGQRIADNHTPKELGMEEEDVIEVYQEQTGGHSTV
# NadD block: inhibitors of S. aureus NadD, primary screen, biochemical, colorimetric, uHTS | Nicotinate-nucleotide adenylyltransferase NadD (Staphylococcus aureus N315) | purified NadD enzyme, colorimetric absorbance read-out | inhibition, % at 20 µM | actives 0.78% (n = 360,000) | AID 602399, 2012; in the data active = inhibition above about 26%; note: some compounds past the cut are filed as inactive
# SKN-1 inh: suppressors of acrylamide-induced Pgst-4::GFP reporter in worms, primary screen, SKN-1 inhibitor project, whole organism, uHTS, GFP/RFP fluorescence ratio, strain VP596 | C. elegans VP596 Pgst-4::GFP/RFP ratio, 24 h | inhibition, % at 21.8 µM | actives 0.49% (n = 360,000);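 active = interference check ratio from 0.5 to 1.5 plus GFP to RFP signal ratio inhibition reaching or exceeding a fixed threshold, cut at about 30% in these data, passing the limit was not always enough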; note: some compounds called inactive have numbers as strong as hits
# LMPTP inh: LMPTP phosphatase inhibitors, primary screen, biochemical, fluorescence intensity, uHTS; Low molecular weight phosphotyrosine protein phosphatase (Homo sapiens), P24666; recombinant LMPTP-A, OMFP fluorogenic substrate; inhibition, % at 20 µM; actives 0.22% (n = 360,000); AID 651560, 2012;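 active = compounds that cut the enzyme signal by at least half of the control window in the single-dose screen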;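 note: plate controls were DMSO wells with enzyme plus substrate for no effect and substrate without enzyme for full effect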
# Target sequence (P24666 whole entry, looked up): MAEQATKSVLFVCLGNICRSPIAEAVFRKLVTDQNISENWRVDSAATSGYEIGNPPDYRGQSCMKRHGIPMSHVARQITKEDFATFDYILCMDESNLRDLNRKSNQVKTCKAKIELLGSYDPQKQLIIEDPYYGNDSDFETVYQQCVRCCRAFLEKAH
#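 test system = LMPTP-A | amount = 0.625 nM LMPTP-A final | reagent = fluorogenic phosphatase substrate OMFP at 400 µM final | incubation = 50 min at room temperature | benchmarks = no-enzyme low control, uninhibited high control | medium = Bis-Tris pH 6.0, DTT, detergent | signal = fluorescence intensity of OMFP turnover product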
# STEP block: STEP phosphatase inhibitors, primary screen, biochemical, fluorescence intensity, uHTS. Tyrosine-protein phosphatase non-receptor type 5 (Homo sapiens), P54829. inhibition, % at 20 µM. recombinant STEP, OMFP fluorogenic substrate. actives 0.25% (n = 360,000);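 active = inhibition at 20 µM, scaled per plate between control wells, above about 37%, limit read from the data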;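 note: 0% = DMSO with enzyme and substrate and 100% = substrate only without enzyme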
# Target sequence (P54829 whole entry, looked up): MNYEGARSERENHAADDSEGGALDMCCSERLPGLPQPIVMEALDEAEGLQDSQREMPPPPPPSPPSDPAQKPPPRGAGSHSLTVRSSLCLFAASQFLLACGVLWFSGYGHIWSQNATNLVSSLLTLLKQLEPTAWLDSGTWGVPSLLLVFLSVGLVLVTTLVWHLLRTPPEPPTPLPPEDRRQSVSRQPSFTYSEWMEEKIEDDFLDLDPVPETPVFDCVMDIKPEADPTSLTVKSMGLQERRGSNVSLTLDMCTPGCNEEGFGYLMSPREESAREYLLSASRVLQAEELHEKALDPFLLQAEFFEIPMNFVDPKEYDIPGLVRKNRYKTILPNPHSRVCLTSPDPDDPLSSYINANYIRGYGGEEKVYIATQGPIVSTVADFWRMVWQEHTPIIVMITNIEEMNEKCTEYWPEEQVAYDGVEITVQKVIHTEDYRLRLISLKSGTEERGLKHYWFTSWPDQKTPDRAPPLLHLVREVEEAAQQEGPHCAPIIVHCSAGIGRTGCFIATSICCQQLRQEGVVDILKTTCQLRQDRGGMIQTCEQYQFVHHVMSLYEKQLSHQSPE
#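 Test system: STEP tyrosine phosphatase / Reagent: OMFP at 25 µM / Doses: 20 µM, 1% DMSO / Read-out: percent inhibition scaled to no-enzyme and uninhibited-enzyme controls, plate-pattern corrected / Detection: FITC-channel fluorescence of OMFP product / Medium: Bis-Tris buffer pH 6.0, 2.5 mM DTT, 0.005% Tween 20 / Schedule: 20 min at room temperature, dark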
# TbMetRS inhib: T. brucei MetRS inhibitors, primary screen, biochemical, luminescence. methionyl-tRNA synthetase (Trypanosoma brucei brucei). purified T. brucei MetRS, ATP depletion, Kinase-Glo luminescence. inhibition, % at 11.9 µM. actives 0.4% (n = 360,000);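 active = inhibition above a per-plate cutoff of the control wells' mean inhibition plus 3 SD, cut at about 5.5% in these data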;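 note: 0% = DMSO wells median and 100% = median of wells with control inhibitor compound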
#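 Dosing: 11.9 µM single point; system: parasite MetRS enzyme; technique: luminescence of leftover ATP; times: 15 min enzyme-compound preincubation, 2 h reaction, 10 min detection, 25 °C; replicates: each compound tested once; read-out basis: percent inhibition relative to median high and low control wells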
# CendR NRP1 mod: modulators of CendR peptide binding to NRP-1, primary screen, biochemical, fluorescence polarization, uHTS; FAM-RPARPAR peptide binding to NRP-1; inhibition, % at 25 µM; actives 0.85% (n = 360,000);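 active = inhibition or corrected inhibition above about 18%, plus a signal ratio from 0.5 to 1.5, limit read from the data, passing the limit was not always enough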; note: strong numbers were not always called active
# Neddyl block: inhibitors of cullin neddylation, primary screen, biochemical, TR-FRET, uHTS, NAE and Ubc12; NEDD8-conjugating enzyme Ubc12 (Homo sapiens) + NEDD8-activating enzyme E1 regulatory …; actives 0.58% (n = 360,000); AID 651699, 2012; calls only at 25 µM; in the data active = inhibition above about 36%
# * marks the source's active call; other numbers are inactive results; i = inactive; nt = not tested or not shown; + = active, no number. Rows are unselected. Share with any hit: about 4.6%.
Scp-1 inhibitor,DNMT1 inh,SUMO1-SIM PPI,NadD block,SKN-1 inh,LMPTP inh,STEP block,TbMetRS inhib,CendR NRP1 mod,Neddyl block,Structure
1,1,-8,10,-2,-5.3,6,-0.9,-6,i,Cc1ccc(-n2nc3c(=S)[nH]nc(C)c3c2C)cc1
-11,-2,-2,-6,-12,0.6,-1,-0.5,-8,i,CCOc1ccc(CNC(=O)CCS(=O)(=O)Cc2cccc(Cl)c2)cc1OC
-10,-4,-3,3,-6,-2.4,10,-0.8,7,i,Cc1cccc(CCNC(=O)CC2C(=O)NCCN2Cc2ccc(F)c(F)c2)n1 (stereo unspecified)
-6,5,-1,-9,7,1.3,2,0.0,7,i,COc1cccc(CSc2nnc(-c3ccc(F)cc3)o2)c1
-2,13,24,15,6,0.1,2,0.0,-6,i,Cc1ccc(-n2ncc3c(=O)n(CC(=O)Nc4cccc(Cl)c4)cnc32)cc1C
0,43,2,11,4,-0.6,-3,-0.2,7,i,CCOc1ccccc1/C=N/NC(=O)c1nnn(-c2nonc2N)c1CN1CCCCCC1
4,4,0,4,20,0.6,2,-0.6,-25,nt,CC[C@]12c3[nH]c4cc(-c5ccco5)ccc4c3CCN1C(=O)[C@@H](CC(=O)NC(C)(C)C)C[C@@H]2C(=O)N1CCN(C(=O)C2CC2)CC1
0,0,0,-2,19,-1.0,-1,-0.3,9,i,O=C(NCCCc1ccccc1)c1ccc(F)cc1
-10,1,-2,3,3,-0.3,2,-0.2,16,i,CCN1C(=O)[C@H]2[C@@H](c3ccc(C)cc3)N3C(=O)N(c4ccccc4)C(=O)[C@@]3(Cc3ccccc3)[C@H]2C1=O
-7,-6,-2,-3,9,1.8,-1,0.0,-1,i,Cc1nn(-c2ccccc2)c(C)c1C(=O)OCC(=O)c1c(N)n(CC(C)C)c(=O)n(C)c1=O
3,-1,2,-1,-1,-0.8,-1,-0.5,-8,i,CCCC(C)C(=O)Nc1nnc(CCc2ccccc2)s1 (stereo unspecified)
-3,-12,-16,-2,10,-0.2,1,1.7,-18,i,COc1ccc(CCNC(=O)c2cc(-c3ccccn3)nc3c(Cl)cccc23)cc1OC
-5,-1,5,-1,2,-0.5,-2,-0.1,14,i,CN1CCN(S(=O)(=O)c2ccc3c(c2)NC(=O)CS3)CC1
-4,1,-11,-5,9,0.4,-1,-0.6,8,i,Cc1ccc(C(=O)c2cc3c(cc2N)OCCO3)cc1
-9,-7,-12,-3,-5,1.2,1,-0.4,-1,i,COc1cc(/C=N/NC(=O)CNC(=O)c2ccccc2)ccc1OC(=O)c1cccs1
-12,-17,4,11,9,4.7,-5,-0.8,-14,i,O=C(Nc1cc(Cl)ccc1O)c1cc2n(n1)C(C(F)(F)F)CC(c1ccc3c(c1)OCO3)N2 (stereo unspecified)
nt,-1,-8,8,0,2.2,-1,-0.4,-15,i,Cc1ccc(Cc2c(-c3cccc(Cl)c3)nc3c(C)cc(Br)cn23)cc1
nt,15,3,9,16,-5.9,1,-0.4,-9,nt,FC(F)(F)c1cccc(-c2cc3nc(NCCCn4ccnc4)ccn3n2)c1
-9,-2,3,6,-19,-1.5,0,-0.1,-19,i,CCC(C)(C)C(=O)O
-3,3,0,4,-2,-0.1,-2,0.0,17,i,O=C(NCc1ccc(Cl)cc1)c1ccc(-n2cccn2)nc1
-11,-3,0,-2,25,-3.4,1,-0.1,1,i,Cc1cc(C)c(C)c(OCCN2CC(C)OC(C)C2)c1 (stereo unspecified)
-2,3,2,5,-3,-0.8,-1,-0.4,7,i,CCCCC(=O)Nc1nnc(SCC(=O)N2CCN(c3ccccc3OC)CC2)s1
-11,-1,3,-7,0,0.9,2,nt,-7,i,COc1c(Cl)cc(C(=O)Nc2ccccc2-c2ccccc2)cc1Cl
3,-1,7,7,2,0.8,1,-0.9,-6,i,Cc1nc2sc3c(c2c2nnc(SCC(=O)NCc4ccco4)n12)CCCC3
-9,0,-21,1,12,-21,0,0.6,4,i,Cc1ccc(S(=O)(=O)Nc2ccc3c(c2)C(=O)NC3=O)cc1[N+](=O)[O-]
1,1,3,4,4,13,9,-0.5,12,i,CCN(CC)CCCNC(=S)N(CCO)Cc1cc2cc3c(cc2[nH]c1=O)OCCO3
-13,2,1,-1,1,1.6,5,-0.1,6,i,O=C1c2ccsc2SCCN1Cc1cccc(Cl)c1
-1,0,4,-1,-4,-1.8,-1,0.0,-6,i,Cc1cccc(C(=O)Nc2ccn(C)n2)c1
1,8,1,-4,6,1.7,0,-0.9,9,i,COc1ccc(Cl)cc1NC(=O)CN1CCN(S(=O)(=O)c2ccc(F)cc2)CC1
-8,8,5,-3,9,-0.4,1,0.2,3,i,Cc1nc(SC(C)C(=O)NC2CCCCC2C)c2c(C)c(C)sc2n1 (stereo unspecified)
-7,2,1,-7,-5,-0.8,0,-0.2,3,i,Cc1ccnc2nc(C(=O)NCc3ccccc3)nn12
-13,-4,-4,4,-30,0.3,1,-0.2,16,i,CCOC(=O)C1CCCN(C(=O)C2CCN(S(=O)(=O)c3ccc4ccccc4c3)CC2)C1 (stereo unspecified)
-3,-1,1,-2,0,-0.9,1,-0.4,0,i,CCCOc1ccccc1N/C(N)=N/c1nc(C)cc(C)n1
2,-9,3,1,12,0.7,1,-0.6,-6,i,COc1cc(NC(=O)c2cc(Br)cc(C)c2OC)ccc1NC(=O)C(C)C
-16,1,5,-9,8,-0.7,-2,0.4,-2,i,COc1ccc(OC)c(CC(=O)N2CCc3cc(OC)c(OC)cc3C2)c1
nt,nt,-6,nt,5,3.9,nt,0.1,8,i,COC(=O)[C@@]12C[C@@H](CC(=O)NCc3ccc(OC)c(OC)c3)C(=O)N(Cc3cccc4ccccc34)C1=CCC(C)(C)C2
1,-5,-5,-4,20,-0.4,2,-0.3,4,i,Cc1cc(C)nc(NNS(=O)(=O)c2ccc(F)c(Cl)c2)n1
-4,-1,-1,-3,-5,-2.0,-4,-0.8,-11,i,Cc1ccc(S(=O)(=O)/N=C(/NC(=S)Nc2c(C)n(C)n(-c3ccccc3)c2=O)c2ccccc2)cc1
-5,3,6,-5,11,-1.2,-2,-0.2,-6,i,Cc1ccc(-n2nc3c(=O)n(CCCC(=O)N4CCC(C(N)=O)CC4)nc(C)c3c2C)cc1
-4,5,0,1,18,1.6,3,-0.3,2,i,Cc1ccc(S(=O)(=O)N2CCN(CC(=O)Nc3ccccc3Cl)CC2)cc1
-2,-9,0,-6,31,-2.2,0,-0.7,18,i,CC(C)C(NC(=O)C1CCCCC1)C(=O)NCc1ccccn1 (stereo unspecified)
91*,97*,42*,64*,-9,65*,18,-0.2,-31,i,O=C(COC(=O)c1c2c(nc3ccccc13)/C(=C\c1ccco1)CC2)NC1CCCC1
-8,-1,8,4,-7,-0.1,-4,-0.5,-1,i,COc1ccc(C(=O)NC(=S)Nc2ccc(S(=O)(=O)Nc3cc(OC)nc(OC)n3)cc2)cc1
-7,-5,-21,-3,-16,0.1,-4,-1.1,-2,i,COc1ccc2[nH]c(=O)c(C(c3nnnn3CC3CCCO3)N3CCc4ccccc4C3)cc2c1 (stereo unspecified)
24,-6,-21,6,8,-0.2,3,-0.6,20,i,COC(=O)CCC(=O)OC1(C)C(=O)C=C2C=C(C3CC3)N(CCCOC(C)C)C=C2C1=O (stereo unspecified)
-4,12,-6,-6,3,0.4,-5,0.3,-8,i,Cc1ccccc1-c1cc(C(=O)n2cccn2)c2cc(Cl)ccc2n1
-5,2,1,2,1,-0.7,-3,0.0,-2,i,CC(=O)c1cccc(N(C(=O)Cn2nnc3ccccc32)C(C(=O)NCc2ccccc2)c2ccccn2)c1 (stereo unspecified)
nt,5,4,1,12,-1.7,2,-0.4,2,i,CCNC(=O)C1CCCN(C(=O)c2cc(OC)c(OC)c(OC)c2)CC1 (stereo unspecified)
-2,-13,-24,2,2,0.4,13,-0.4,3,+,CN1Cc2c(N3CCOCC3)nc3sc(C(=O)c4ccc(Br)cc4)c(N)c3c2CC1(C)C
4,-4,0,16,-15,1.6,1,-0.9,-7,i,C=CCN(c1ccccc1)S(=O)(=O)c1cccc(C(=O)Nc2nc3ccccc3[nH]2)c1

# Looked up above.
# CC(C)C(NC(=O)C1CCCCC1)C(=O)NCc1ccccn1 (stereo unspecified) | TbMetRS inhib = -0.7
# CCNC(=O)C1CCCN(C(=O)c2cc(OC)c(OC)c(OC)c2)CC1 (stereo unspecified) | SKN-1 inh = 12
# CN1Cc2c(N3CCOCC3)nc3sc(C(=O)c4ccc(Br)cc4)c(N)c3c2CC1(C)C | CendR NRP1 mod = 3

# Additional results follow:
Scp-1 inhibitor,DNMT1 inh,SUMO1-SIM PPI,NadD block,SKN-1 inh,LMPTP inh,STEP block,TbMetRS inhib,CendR NRP1 mod,Neddyl block,Structure
-2,5,-4,-4,-5,1.0,-2,-0.7,-2,i,CC1COc2ccccc2N1C(=O)c1ccc(Cl)nc1 (stereo unspecified)
3,0,-4,0,3,0.0,4,-1.1,-7,i,COc1ccccc1N1C(=O)C2C3C=CC(C3)C2C1=O (stereo unspecified)
-1,4,-2,3,21,-0.5,2,0.3,3,i,C/C(N)=C(/C#N)C(=O)COc1ncnc2ccc(Br)cc12
-7,7,0,-3,1,6.2,2,-1.1,-9,i,COCc1cc(=O)[nH]c(/N=C(\N)Nc2cccc(Cl)c2)n1
18,-2,-1,0,9,0.8,2,-0.7,-18,i,CCc1ccccc1NC(=O)CN(C)C(=O)c1cc(C2CC2)nn1-c1ccccc1
-6,0,3,0,8,0.6,0,-0.2,-1,i,CCNC(=O)NCCNC(=O)c1cc(OCC(F)(F)F)ccc1OCC(F)(F)F
